# CIT2-GFP yeast – modulators of TOR pathway CIT2-GFP in S. cerevisiae | S. cerevisiae CIT2-GFP strain, flow cytometry, 3 h; 100 means same as DMSO wells | GFP response vs DMSO, % at 10 µM | hit rate 0.065% among 320,000;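 active = GFP response relative to DMSO above a set limit, near the screen mean plus 3 SD, cut at about 150% in these data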;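 also: ratio of well median GFP fluorescence to mean of DMSO wells on the plate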
# AHR act – human AHR activation; activation, % at 5 µM; AID 2796; hit rate 2.5% among 320,000; AHR-responsive luciferase reporter cells, luminescence; P35869; in the data active = activation above about 47%;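 also: 0% = vehicle wells and 100% = reference agonist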
# Target sequence (P35869 whole entry, looked up): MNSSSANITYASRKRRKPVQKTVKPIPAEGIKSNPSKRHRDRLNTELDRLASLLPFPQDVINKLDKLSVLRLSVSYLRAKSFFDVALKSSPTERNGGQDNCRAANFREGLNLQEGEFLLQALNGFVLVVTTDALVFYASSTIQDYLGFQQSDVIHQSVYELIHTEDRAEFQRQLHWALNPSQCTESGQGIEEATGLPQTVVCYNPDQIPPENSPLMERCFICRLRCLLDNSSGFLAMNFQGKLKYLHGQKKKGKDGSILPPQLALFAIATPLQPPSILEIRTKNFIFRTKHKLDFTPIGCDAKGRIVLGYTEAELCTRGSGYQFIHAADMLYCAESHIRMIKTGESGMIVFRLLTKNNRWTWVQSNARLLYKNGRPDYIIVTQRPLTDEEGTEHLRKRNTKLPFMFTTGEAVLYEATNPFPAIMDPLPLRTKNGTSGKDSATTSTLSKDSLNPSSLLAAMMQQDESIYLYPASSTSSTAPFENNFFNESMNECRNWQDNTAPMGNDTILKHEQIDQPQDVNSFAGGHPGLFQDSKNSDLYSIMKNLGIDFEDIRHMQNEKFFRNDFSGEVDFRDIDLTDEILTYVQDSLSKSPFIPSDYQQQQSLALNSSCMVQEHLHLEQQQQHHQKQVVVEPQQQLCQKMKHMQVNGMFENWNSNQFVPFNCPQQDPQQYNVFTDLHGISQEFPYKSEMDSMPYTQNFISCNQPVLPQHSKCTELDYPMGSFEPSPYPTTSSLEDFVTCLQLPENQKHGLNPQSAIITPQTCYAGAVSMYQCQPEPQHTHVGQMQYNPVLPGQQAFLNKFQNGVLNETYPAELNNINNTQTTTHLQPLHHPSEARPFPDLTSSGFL
# LAP4-GFP MLPCN – alters LAP4-GFP fluorescence in TOR pathway yeast screen; S. cerevisiae LAP4-GFP multiplex, flow cytometry GFP, 3 h; median GFP as percent of DMSO wells; GFP response vs DMSO, % at 10 µM; hit rate 0.34% among 320,000; AID 2023;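 active = GFP response vs DMSO above a set limit, about the screen mean plus 3 SD, cut at about 150% in these data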
# Yeast superoxide – caloric restriction mimetics inhibiting age-related superoxide in yeast. AID 2690. hit rate 0.18% among 330,000. S. cerevisiae aged cells, superoxide DHE fluorescence; stronger effect = lower value. superoxide response (% of plate mean), % at 10 µM;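 active = superoxide response under a set limit, about three screen SD below normal, cut at about 65% in these data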;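 also: yeast aged for seven days with compound at 30 °C before DHE staining; 100% = average MFI of all compound-treated wells on the plate with controls excluded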
# RPL19A-GFP yeast – modulators of TOR pathway RPL19A-GFP in S. cerevisiae. S. cerevisiae RPL19A-GFP strain, flow cytometry, 3 h; stronger effect = lower value. percent response vs DMSO, % at 10 µM. hit rate 0.3% among 330,000. AID 2025;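 active = percent response vs DMSO below 50%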;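 also: median channel GFP fluorescence of the barcoded RPL19A-GFP strain; ratio of sample median GFP to plate DMSO average so 100% = DMSO; lower means less RPL19A-GFP as with rapamycin TOR inhibition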
# AGP1-GFP MLPCN – alters AGP1-GFP fluorescence in TOR pathway yeast screen | GFP response vs DMSO, % at 10 µM | hit rate 0.02% among 320,000 | S. cerevisiae AGP1-GFP multiplex flow cytometry, 3 h; GFP as percent of DMSO wells | AID 2066;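 active = GFP response relative to DMSO above a set limit, near screen average plus 3 SD, cut at about 150% in these data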;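 also: median GFP channel fluorescence of the gated AGP1 strain per well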
# MEP2-GFP yeast – yeast TOR pathway MEP2-GFP modulation. S. cerevisiae MEP2-GFP strain, flow cytometry GFP, 3 h; 100% = DMSO control level. GFP response vs DMSO, % at 10 µM. hit rate 0.51% among 330,000;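 active = GFP response versus DMSO above a set limit, roughly screen mean plus 3 SD, cut at about 180% in these data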;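 also: median GFP fluorescence of the barcode-gated MEP2-GFP cells per well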
# Efflux pump inh – inhibitors of Candida antifungal efflux pumps expressed in yeast; S. cerevisiae Candida pump triplex, Nile Red efflux; inhibition, % at 10 µM; hit rate 0.44% among 330,000;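 active = plate passing quality check with inhibition over a set limit, or well fluorescence over plate mean plus 4 SD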;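 also: Nile Red retained in pooled yeast measured as flow cytometry median fluorescence; 0% = buffer negative control and 100% = Enniatin B positive control; higher means more Nile Red kept so more efflux inhibition; some compounds called inactive have numbers as strong as hits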
# The depositor's hits bear a star; x = no result given.
structure	AHR act	Yeast superoxide	AGP1-GFP MLPCN	RPL19A-GFP yeast	MEP2-GFP yeast	LAP4-GFP MLPCN	Efflux pump inh	CIT2-GFP yeast
Cc1ccccc1Nc1nc(N)nc(COC(=O)c2cccc(S(=O)(=O)N(C)c3ccccc3)c2)n1	1	98	101	104	98	110	-0.1	96
O=C(Nc1ccc2sccc2c1)c1cccc(N2C(=O)CCC2=O)c1	20	103	103	108	100	94	0.0	97
CC(=O)N1c2c(cc(Br)cc2S(=O)(=O)NCC2COc3ccccc3O2)CC1C (stereo not drawn)	2	106	100	98	99	97	0.2	97
Cc1ccc(C(=O)CN(C(=O)c2ccc(Cl)cc2)N2C(=O)c3ccccc3C2=O)cc1	3	91	99	94	98	106	-0.2	95
Cc1ccccc1N1CCN(Cc2nc(Cc3ccccc3F)no2)CC1	-2	95	102	98	103	99	-0.1	98
CCCOC(=O)c1ccc(Cl)c(NC(=O)c2cccnc2)c1	-1	103	101	99	105	98	-0.1	100
CCOC(=O)c1c(-c2ccccc2)csc1NC(=O)CSc1nnc(C)s1	3	108	98	100	97	107	0.6	90
Cc1cc(OCC(=O)NCCN2CCOCC2)c2c(C)c(C)c(=O)oc2c1	2	97	105	103	108	99	-0.1	104
CCCN1C(=O)c2cc(C(=O)NCCc3cccc(C)c3)ccc2C1O (stereo not drawn)	4	109	96	96	99	101	0.3	90
CCc1ccc(NC(=O)C(=O)NNC(=O)c2cccs2)cc1	14	126	107	106	110	96	-0.1	104
O=c1ccnc(Nc2ccc([N+](=O)[O-])cc2)[nH]1	2	94	x	88	91	x	0.0	x
O=C(NCc1ccco1)c1ccc(Cn2c(=O)c3sccc3n(Cc3ccc(F)cc3)c2=O)cc1	-2	103	96	94	111	98	0.4	94
CC(C)COc1nc2ccccc2c(=O)n1OCC(=O)O	3	108	98	89	104	106	0.1	104
O=C(Nc1cccc(NC(=O)c2cccs2)c1)c1ccc2c(c1)OCCO2	17	72	99	103	109	92	0.0	106
Oc1cccc(/C=N/NC(=S)Nc2cccnc2)c1O	10	136	106	106	108	99	0.3	99
COc1cc(-c2cc(C(=O)Nc3ccc(N4CCOCC4)cc3)c3ccccc3n2)cc(OC)c1OC	9	96	110	101	104	105	0.0	98
CC(=O)c1nc(N2C(=O)CC(Cc3cccc(C)c3)C2=O)sc1C (stereo not drawn)	-1	92	89	91	95	97	0.1	88
CCCCCC(=O)Nc1c(-c2ccc(OC)cc2)c(=O)c2ccccc2n1C	0	103	108	97	104	100	0.2	100
O=C(CSc1nc2ccccc2s1)N/N=C/c1cc([N+](=O)[O-])ccc1O	8	108	97	98	98	104	-0.3	106
CC(=O)Nc1ccc(-c2ccnc(-c3ccc(NC(C)=O)cc3)n2)cc1	2	88	106	101	108	105	0.0	104
O=C(CN1CCOCC1)Nc1c(C(=O)C2CC2)oc2ccccc12	7	95	102	102	96	88	-0.1	96
CCOc1ccc(C2/C(=C(\O)c3ccc4c(c3)OCCO4)C(=O)C(=O)N2CCCn2ccnc2)cc1OC (stereo not drawn)	3	100	100	100	100	91	0.0	98
Cn1c2ccccc2c2cc([N+](=O)[O-])ccc21	-5	99	108	103	99	108	-0.2	102
COc1ccc2c(c1)OC[C@H]1[C@H]2N2C(=O)c3cc(Br)ccc3NC(=O)[C@@]2(C)[C@H]1c1ccccc1	9	94	90	101	93	129	0.5	98
CN1CCN(C(=S)NC(=O)c2ccc(S(=O)(=O)N3CCOCC3)cc2)CC1	2	99	114	104	104	116	-0.1	103
CC1CCc2nn(CC(=O)Nc3c(F)cc(F)cc3Br)cc2C1 (stereo not drawn)	-1	99	104	98	97	102	-0.2	105
COc1ccc(C)cc1Nc1nc(-c2c[nH]c3ccccc23)cs1	89*	104	107	110	111	109	-0.1	110
C=CCOc1c(CNC2CCCC2)cc(Cl)cc1OC	0	98	102	98	105	109	-0.1	92
Cc1ccc(NC(=O)CN(C)C(=O)Cc2c[nH]c3ccccc23)cc1	24	94	113	102	109	124	0.1	99
Cc1ccc(-n2nc3cc(C)c(NC(=S)NC(=O)/C=C/c4ccco4)cc3n2)cc1	41	108	99	101	102	91	0.1	97

# AHR act: entries above that show a hit.
SMILES,AHR act,AGP1-GFP MLPCN,RPL19A-GFP yeast,MEP2-GFP yeast,LAP4-GFP MLPCN,Efflux pump inh,CIT2-GFP yeast
COc1ccc(C)cc1Nc1nc(-c2c[nH]c3ccccc23)cs1,89*,107,110,111,109,-0.1,110

# Carrying on:
structure	AHR act	Yeast superoxide	AGP1-GFP MLPCN	RPL19A-GFP yeast	MEP2-GFP yeast	LAP4-GFP MLPCN	Efflux pump inh	CIT2-GFP yeast
COC(=O)c1ccccc1NC(=O)/C=C/c1cc(OC)c(OC)c(OC)c1	4	112	89	93	98	99	0.1	84
COCCN1C=C2C(=O)C(C)(OC(=O)CCc3ccccc3)C(=O)C=C2C=C1c1ccc(C#N)cc1 (stereo not drawn)	-1	103	75	93	92	105	-0.1	67
Cc1ccc(-n2nnnc2SCc2nnc(-c3ccccc3Br)o2)cc1	3	108	96	101	103	108	0.2	95
O=C(NCc1ccco1)C1CCN(S(=O)(=O)c2ccccc2C(F)(F)F)CC1	-1	86	102	96	95	97	-0.3	99
CCOC(=O)N1CCN(S(=O)(=O)N2CCCC(C(=O)NCCCN3CC(C)CC(C)C3)C2)CC1 (stereo not drawn)	2	88	99	101	129	97	0.0	108
Cc1cc(C)c(OCC(=O)NCC(C)(C)N2CCOCC2)c(C)c1	5	99	99	98	101	103	0.0	105
O=C(COC(=O)Cc1ccc(S(=O)(=O)N2CCOCC2)s1)Nc1ccc2c(c1)OCO2	0	93	97	98	94	101	0.0	85
CCOc1ccc(NS(=O)(=O)c2ccc(C(=O)NCC(c3ccccc3OC)N3CCCC3)cc2)cc1 (stereo not drawn)	4	106	109	99	102	108	0.0	112
COc1cc(C=O)c(Br)cc1OCc1ccc(C)cc1	38	94	96	100	91	80	0.0	114
Cc1cccc2cc(CN(CC3CCCO3)S(=O)(=O)c3ccccc3)c(=O)[nH]c12 (stereo not drawn)	20	112	99	94	98	92	-0.2	99
N#C/C(=N\Nc1ccc(S(=O)(=O)N2CCCCCC2)cc1)C(N)=S	1	103	97	98	99	107	0.2	94
CCOC(=O)C1(CCOc2ccccc2)CCN(Cc2ccncc2)CC1	12	93	97	101	102	103	-0.1	76
CCS(=O)(=O)N1CCC(C(=O)N2CCN(c3ccccc3)CC2)CC1	0	116	108	103	107	95	-0.1	109
COC(=O)CC(=O)CSc1nc(C)cc(C)c1C#N	4	100	101	97	103	101	0.0	93
COC1Cc2ccccc2N(C(N)=O)c2ccccc21 (stereo not drawn)	48*	91	107	92	96	112	-0.1	96
CC1C(c2ccccc2)=[N+]([O-])C2(CCCCC2)N1O (stereo not drawn)	0	111	110	104	99	104	0.1	105
O=C(Nc1ccccc1)c1cccc(S(=O)(=O)Oc2ccc([N+](=O)[O-])cc2)c1	10	89	104	110	107	90	0.0	103
Cc1ccn2cc(C(=O)N3CCCC(Nc4ccc(F)cc4)C3)nc2c1 (stereo not drawn)	7	106	102	109	99	83	-0.1	106
C=C[C@@H]1c2c(F)cccc2N(S(=O)(=O)c2ccc(C)cc2)[C@H](c2ccc(OC(C)=O)cc2)C1(C#N)C#N	4	94	101	101	93	107	-0.1	109
O=C(CN1C(=O)NC(Cc2ccccc2)C1=O)Nc1ccc(F)cc1 (stereo not drawn)	0	83	103	100	100	98	0.0	105
COc1ccc(/C=N/NC(=O)CNC(=O)c2ccc3c(c2)OCCO3)c(C(=O)O)c1OC	1	90	98	96	108	92	0.3	104
COc1ccccc1N1CCN(C(=O)C2CCN(S(=O)(=O)c3ccccc3)CC2)CC1	0	93	74	105	94	87	0.0	65
CC(=O)COc1c(-c2ccco2)oc2ccccc2c1=O	x	97	100	101	107	103	-0.1	103
COc1ccccc1C(=O)Nc1ccc2c(c1)CCCN2C(=O)c1ccccc1	-4	86	96	101	99	96	0.4	95
COc1ccc(CCN2CC(C(=O)NCC(c3ccccc3)N(C)C)CC2=O)cc1OC (stereo not drawn)	0	103	101	100	101	92	0.1	103
COc1cc2c(cc1OC)C(C(=O)NCc1ccco1)C(c1cccs1)N(C)C2=O (stereo not drawn)	0	101	106	100	101	102	-0.1	112
CC(C)c1nnc(NC(=O)CC(=O)Nc2ccccc2C(=O)O)s1	1	94	108	100	100	100	0.0	101
CC(=O)N(CN1C(=O)CCC1=O)c1ccc(Cl)c(Cl)c1	-1	93	109	114	108	105	-0.1	106
Cc1ccc(NC(=O)c2cc(C)n(-c3ccccc3)c2C)cc1	-15	106	90	98	108	94	0.0	94
CCOc1ccc(S(=O)(=O)NNC(=O)c2cc3ccccc3o2)cc1	0	98	100	101	100	95	-0.2	100
CCOC(=O)c1ccc2nc(NC(C)=O)sc2c1	7	103	84	84	95	91	-0.1	x
CC1(C)O[C@@H](CC(=O)O)[C@]23CO[C@H](C(=O)[C@]4(C)C2CC[C@@]2(C)[C@H](c5ccoc5)OC(=O)C5O[C@]524)[C@@H]13 (stereo partly drawn)	-1	86	114	106	100	110	-0.3	110
C=CCn1c(=O)/c(=C\c2ccsc2)s/c1=C(/C#N)C(=O)NCCN1CCOCC1	0	101	88	102	107	99	-0.1	110
Cc1ccc(N)cc1-n1c(C)ccc1C	6	100	105	102	108	104	-0.1	x
C=C[C@@]1(C)CCC(/C(C)=C/C=C/C(C)(C)O)C[C@@H]1C(=C)C (stereo partly drawn)	-2	108	93	91	89	98	0.3	87

# Compounds shown so far that have a cyano group (5):
structure	AHR act	Yeast superoxide	AGP1-GFP MLPCN	RPL19A-GFP yeast	MEP2-GFP yeast	LAP4-GFP MLPCN	Efflux pump inh	CIT2-GFP yeast
COCCN1C=C2C(=O)C(C)(OC(=O)CCc3ccccc3)C(=O)C=C2C=C1c1ccc(C#N)cc1 (stereo not drawn)	-1	103	75	93	92	105	-0.1	67
N#C/C(=N\Nc1ccc(S(=O)(=O)N2CCCCCC2)cc1)C(N)=S	1	103	97	98	99	107	0.2	94
COC(=O)CC(=O)CSc1nc(C)cc(C)c1C#N	4	100	101	97	103	101	0.0	93
C=C[C@@H]1c2c(F)cccc2N(S(=O)(=O)c2ccc(C)cc2)[C@H](c2ccc(OC(C)=O)cc2)C1(C#N)C#N	4	94	101	101	93	107	-0.1	109
C=CCn1c(=O)/c(=C\c2ccsc2)s/c1=C(/C#N)C(=O)NCCN1CCOCC1	0	101	88	102	107	99	-0.1	110

# Reformatted with values under each structure: entries from further up
# Fields: AHR act | Yeast superoxide | AGP1-GFP MLPCN | RPL19A-GFP yeast | MEP2-GFP yeast | LAP4-GFP MLPCN | Efflux pump inh | CIT2-GFP yeast
C=CCn1c(=O)/c(=C\c2ccsc2)s/c1=C(/C#N)C(=O)NCCN1CCOCC1
→ 0 | 101 | 88 | 102 | 107 | 99 | -0.1 | 110
Cc1ccc(N)cc1-n1c(C)ccc1C
→ 6 | 100 | 105 | 102 | 108 | 104 | -0.1 | x
C=C[C@@]1(C)CCC(/C(C)=C/C=C/C(C)(C)O)C[C@@H]1C(=C)C (stereo partly drawn)
→ -2 | 108 | 93 | 91 | 89 | 98 | 0.3 | 87
